CHRM4 antagonist = human M4 muscarinic receptor antagonists, primary screen, CHO cells, Fluo-8 calcium fluorescence; 360,000 tested, 0.73% active; AID 624125, 2012; inhibition, % at 3 µM; CHO-hM4 cells, ACh EC80;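 active = inhibition above its plate's cutoff, the mean inhibition of sample wells plus 3 SD, cut at about 27% in these data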;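 note: 0% = acetylcholine EC80 with DMSO and 100% = DMSO without agonist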
Target sequence (P08173 whole entry, looked up): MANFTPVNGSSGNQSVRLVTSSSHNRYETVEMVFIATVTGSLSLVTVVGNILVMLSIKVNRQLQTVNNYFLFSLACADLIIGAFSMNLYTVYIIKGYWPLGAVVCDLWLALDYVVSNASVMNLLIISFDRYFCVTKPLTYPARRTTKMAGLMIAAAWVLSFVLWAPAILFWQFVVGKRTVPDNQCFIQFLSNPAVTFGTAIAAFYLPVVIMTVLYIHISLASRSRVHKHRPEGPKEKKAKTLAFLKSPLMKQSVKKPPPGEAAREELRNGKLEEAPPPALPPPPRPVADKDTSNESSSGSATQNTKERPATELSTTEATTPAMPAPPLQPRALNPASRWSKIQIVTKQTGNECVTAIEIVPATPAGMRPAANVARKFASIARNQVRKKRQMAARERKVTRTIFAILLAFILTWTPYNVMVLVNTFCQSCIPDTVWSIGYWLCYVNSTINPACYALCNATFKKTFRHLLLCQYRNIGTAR
CHO-K1 Ca antag = counter-screen for M1 antagonists: effect in parental CHO-K1 cells; inhibition, % at 3 µM; ATP-induced calcium, Fluo-8 fluorescence; AID 602250; 360,000 tested, 0.6% active;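 active = inhibition above a per-plate cutoff, the plate's mean sample inhibition plus 3 SD, cut at about 24% in these data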;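 note: 0% = DMSO plus EC80 ATP and 100% = DMSO alone without ATP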
M1 PAM = human M1 muscarinic receptor positive allosteric modulators, primary screen, CHO-K1 cells, Fluo-8 calcium fluorescence, 1536-well | Muscarinic acetylcholine receptor M1 (Homo sapiens), P11229 | CHO-K1 hM1, ACh EC20; 0% = ACh EC20, 100% = maximal ACh | activation, % at 3 µM | 360,000 tested, 0.088% active | AID 588819, 2011; in the data active = activation above about 19%, passing the limit was not always enough
M4 ag = human M4 muscarinic receptor agonists, primary screen, CHO-K1 cells, Fluo-8 calcium fluorescence | Muscarinic acetylcholine receptor M4 (Homo sapiens), P08173 | CHO-K1 hM4/Gqi5; vehicle 0%, full acetylcholine response 100% | activation, % at 3 µM | 360,000 tested, 0.14% active | AID 624127, 2012;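 active = activation above the run mean over all test wells plus 3 SD, cut at about 32% in these data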;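 note: peak over basal fluorescence ratio per well then scaled between controls; 0% = DMSO wells and 100% = acetylcholine at EC100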
CHO parental Ca = ATP-evoked calcium signal inhibitors, parental CHO, primary screen, counter-screen for OX1R antagonist project, cell-based, fluorescence, Fluo-8 calcium dye; parental CHO-K1, ATP-induced calcium, Fluo-8 fluorescence; inhibition, % at 5.6 µM; 330,000 tested, 0.63% active; AID 463079, 2010;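 active = inhibition above that plate's mean sample inhibition plus 3 SD, cut at about 26% in these data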;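 note: 0% = ATP-challenged DMSO wells and 100% = DMSO wells without ATP; some compounds past the cut are filed as inactive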
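Test system: parental CHO cells; detection: calcium-sensitive Fluo-8 fluorescence; evaluation: percent inhibition of calcium signal; also added: ATP as calcium-mobilizing challenge; repeats: one well per compound; control set: ATP-challenged DMSO wells low, unchallenged DMSO wells high; compound: single nominal dose of 5.6 µM per compound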
M1 ag = human M1 muscarinic receptor agonists, primary screen, Fluo-8 calcium fluorescence, CHO-K1 cells, HTS. 360,000 tested, 0.33% active. Muscarinic acetylcholine receptor M1 (Homo sapiens), P11229. activation, % at 3 µM. CHO-K1 hM1, agonist mode; 0% DMSO, 100% acetylcholine EC100;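 active = activation above the run's mean compound activation plus 3 SD, cut at about 16% in these data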;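 note: peak over basal fluorescence ratio within a 140 s kinetic read after compound addition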
OXTR potentiator = human OXTR potentiators, primary screen, fluorescence, CHO-OTR cells, Fluo-8 calcium; Oxytocin receptor (Homo sapiens), P30559; Fluo-8 calcium fluorescence, potentiator mode; 0% = oxytocin EC15, 100% = EC100; activation, % at 3 µM; 320,000 tested, 0.061% active;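 active = activation above that plate's cutoff, the mean activation of tested compounds plus 3 SD, cut at about 6.6% in these data, passing the limit was not always enough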;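 note: 100% uses oxytocin at 75 nM as the full agonist control; some results filed as inactive read as strong as hits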
Target sequence (P30559 whole entry, looked up): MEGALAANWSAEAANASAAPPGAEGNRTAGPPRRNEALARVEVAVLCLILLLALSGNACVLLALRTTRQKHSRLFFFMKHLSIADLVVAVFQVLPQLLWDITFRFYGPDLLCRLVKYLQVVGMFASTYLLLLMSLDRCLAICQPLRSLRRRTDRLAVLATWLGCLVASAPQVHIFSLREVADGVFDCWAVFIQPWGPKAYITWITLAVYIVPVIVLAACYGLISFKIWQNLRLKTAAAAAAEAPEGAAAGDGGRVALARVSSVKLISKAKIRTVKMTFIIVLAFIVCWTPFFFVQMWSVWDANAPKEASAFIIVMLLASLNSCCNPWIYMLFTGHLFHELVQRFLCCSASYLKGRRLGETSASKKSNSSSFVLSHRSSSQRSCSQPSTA
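Replication – single well per compound, singlicate · Assay system – CHO cell line stably expressing human OTR · Timing – 6 min pre-incubation, 100 s read · Measure – normalized max/min fluorescence ratio, % activation · Doses – 3.0 µM, one dose · Detection – Fluo-8 calcium dye fluorescence · Probe or stimulus – oxytocin near EC15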
CHO-K1 Ca ag = counter-screen for M1 agonists: effect in parental CHO-K1 cells | Fluo-8 calcium fluorescence; scaled to maximal ATP response, vehicle zero | 360,000 tested, 0.48% active | AID 602248, 2012 | activation, % at 3 µM; in the data active = activation above about 15%;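 note: untransfected CHO-K1 host cells lacking M1 receptor as counterscreen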
CHRM1 antagonist = human M1 muscarinic receptor antagonists, primary screen, CHO-K1 cells, Fluo-8 calcium fluorescence, 1536-well. inhibition, % at 3 µM. CHO-K1 hM1, ACh EC80 antagonist. Muscarinic acetylcholine receptor M1 (Homo sapiens), P11229. 360,000 tested, 1.3% active. AID 588852, 2011;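 active = percent inhibition above its own plate's cutoff, namely the mean of that plate's compound wells plus 3 SD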;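 note: peak over basal fluorescence ratio during 140 s after agonist addition; 0% = ACh EC80 plus DMSO and 100% = DMSO alone without agonist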
Numbers without * were called inactive; . = no result given.

molecule	CHRM4 antagonist	CHO-K1 Ca antag	M1 PAM	M4 ag	CHO parental Ca	M1 ag	OXTR potentiator	CHO-K1 Ca ag	CHRM1 antagonist
COc1ccc(C2C(C(=O)OCC3CCCO3)=C(C)NC3=C2C(=O)CC(c2ccco2)C3)cc1O (stereo not given)	14	7	9	1	-12	-4	-3	0.7	-6
Cc1ccc(C(=O)Nc2ccccc2C(N)=O)o1	7	16	9	0	-9	-4	-2	0.3	-2
Cc1nc(SCc2cccc(Oc3ccccc3)c2)n[nH]1	-11	-4	1	4	5	-1	-5	0.6	2
COC(=O)c1ccccc1NC(=O)NCc1ccccn1	6	-4	4	1	-14	-4	-10	-0.2	-1
CC(=O)Nc1c(O)nc(SCC(=O)N2CCCCC2)[nH]c1=O	-7	-16	26*	1	2	8	1	0.5	-19
O=C(COC(=O)c1ccco1)c1ccc(Cl)cc1	5	1	18	2	3	-1	-2	1.7	-15
Cc1cc(C)c(NC(=O)CCCN2CCN(C)CC2)c(C)c1	3	-4	0	0	-15	-2	-11	-0.3	-17
CCOc1ccccc1NC(=O)CCNC(=O)c1ccco1	10	-16	2	0	-9	0	3	1.2	7
C[C@H]1CN=C(Nc2ccccc2)N1CC1CCCCCC1	5	-10	0	1	3	-11	-5	0.6	1
CCN(CC(=O)Nc1c(F)cccc1F)C(=O)c1ccc2c(c1)NC(=O)C(C)S2 (stereo not given)	2	-6	10	3	-11	0	-3	0.6	-9
CCCCCCCCC(=O)NCCOc1ccccc1	-1	-2	10	-2	-15	-9	-2	0.4	-10
Nc1nc2ncc(C(=O)c3cc(Cl)cc(Cl)c3O)cc2s1	6	-5	13	0	-15	-2	-3	-0.1	-16
Cc1cccc(C(=O)Nc2sc(C(=O)N3CCCC3)c(C)c2C#N)c1	7	-5	-6	-1	-19	0	-9	0.7	12
CC(=O)N[C@@H](C)C(=O)N1CCC(n2nccc2NC(=O)CCCc2ccccc2)CC1	-2	-16	1	0	-10	-2	-5	0.5	-4
COc1cc(OC)cc(C(=O)NNC(=O)NC2CCCCC2)c1	19	11	-4	0	-4	0	-6	-0.1	14
CCCN1CCC(=O)N(CCO)CC1	6	-3	7	0	0	-1	-1	0.0	1
Nn1c(SCC(=O)Nc2ccc3c(c2)OCCO3)nnc1-c1ccncc1	6	5	3	2	0	-3	3	0.4	-2
COc1ccc(C(=O)COC(=O)[C@H](C)Nc2ccc(C(F)(F)F)cc2[N+](=O)[O-])c(OC)c1	-5	-7	4	1	10	-3	-3	1.2	-8
COn1c(=O)c(-c2ccccc2)[n+]([O-])c2ccccc21	-7	-9	-1	1	-1	-3	2	0.5	0
Cc1cccc(NC(=O)Cc2ccc(F)cc2)c1	-1	1	-8	2	-9	-4	-13	1.4	19
O=C(COC(=O)c1ccccc1-c1nc2ccccc2s1)NC1CCS(=O)(=O)C1 (stereo not given)	1	-2	2	2	-3	-6	3	0.3	-6
O=C(O)CSC1=NC(=Nc2ccc(Cl)cc2)C2(CCCCC2)N1c1cccc(C(=O)O)c1	-2	1	1	5	-7	-1	-3	0.8	-1
CCc1ccccc1NC1=NCC(=O)N1Cc1ccccc1	-4	-7	3	-1	-16	-6	-15	0.3	3
Cc1cc(C)c(S(=O)(=O)N2CCCC(C(=O)NCc3cccnc3)C2)c(C)c1 (stereo not given)	2	-7	-16	10	0	-4	-8	6.8	34*

Record cards, from the list above.
`CCc1ccccc1NC1=NCC(=O)N1Cc1ccccc1` as listed: CHRM4 antagonist: -4; CHO-K1 Ca antag: -7; M1 PAM: 3; M4 ag: -1; CHO parental Ca: -16; M1 ag: -6; OXTR potentiator: -15; CHO-K1 Ca ag: 0.3; CHRM1 antagonist: 3
`O=C(COC(=O)c1ccccc1-c1nc2ccccc2s1)NC1CCS(=O)(=O)C1` (stereo not given) as listed: CHRM4 antagonist: 1; CHO-K1 Ca antag: -2; M1 PAM: 2; M4 ag: 2; CHO parental Ca: -3; M1 ag: -6; OXTR potentiator: 3; CHO-K1 Ca ag: 0.3; CHRM1 antagonist: -6

(list continues)
molecule	CHRM4 antagonist	CHO-K1 Ca antag	M1 PAM	M4 ag	CHO parental Ca	M1 ag	OXTR potentiator	CHO-K1 Ca ag	CHRM1 antagonist
CCN(CC)CCNC(=O)/C(=N\O)c1ccccn1	1	-17	12	1	-10	-5	-3	0.6	-9
COc1ccc(C(=O)OCC(=O)N2c3ccccc3CC2C)cc1S(=O)(=O)N1CCOCC1 (stereo not given)	-20	-14	4	1	.	-2	.	0.3	-7
COc1cccc(CC(=O)NNC(=O)c2c(-c3ccccc3)noc2C)c1	6	0	3	1	-20	-2	-5	0.0	1
CCn1c(-c2ccccc2)csc1=Nc1ccc(O)cc1	-1	0	-14	4	-7	-11	-14	1.6	7
O=C(O)CC1(CC(=O)Nc2cc(C(F)(F)F)cc(C(F)(F)F)c2)CCCCC1	-7	-10	-7	9	-2	1	-5	8.9	-3
O=C(CN1C(=O)NC2(CCCC2)C1=O)OCCOc1cccc(Br)c1	-20	-10	1	5	-21	-2	-9	0.3	-3
CC(=O)SCCC(=O)Nc1ccccc1	8	-25	1	2	-11	0	-5	0.2	0
COC(=O)COc1ccc(C(=O)OC)cc1	1	-5	6	0	-7	-1	-1	0.5	-3
Cc1ccnc(NC(=S)NC(=O)c2ccco2)c1	4	-4	9	1	3	-2	-12	2.4	-6
CCC(Sc1nnc(C)c(=O)[nH]1)C(=O)Nc1cccc2ccccc12 (stereo not given)	1	5	12	-1	1	-5	5	0.1	-9
S=C1Cc2ccccc2N1	23	-16	7	0	.	1	.	0.0	3
Cc1cc(C(=O)Nc2cc(S(C)(=O)=O)ccc2Cl)no1	-4	-6	8	1	-2	-3	1	0.9	-10
COc1ccc(NC(=O)N2C3CCCC2CC(NC(=O)C2CC2)C3)cc1 (stereo not given)	0	-15	12	0	4	-10	1	1.0	-18
CC(C)c1ccc(OCC(=O)NNC(=O)c2cnccn2)cc1	0	-2	14	1	-5	3	-8	-0.2	-11
Cc1ccccc1N1CCN(S(=O)(=O)C[C@]23CCC(CC2NC(=O)[C@@H](N)CCS(C)(=O)=O)C3(C)C)CC1 (stereo not given in full)	-20	3	8	1	-11	-2	-22	0.6	-22
COc1ccc(C2=[N+]([O-])C(C)(C)N(O)C2(C)C)cc1	6	-10	5	1	6	-2	-4	0.7	1
CC(C)(C)C(=O)Nc1ccccc1N1CCN(C(=O)c2ccc(Cl)cc2)CC1	10	-7	3	-2	-17	-3	-2	-0.4	-11
COC(=O)c1ccc(-n2c(C)cc(C(=O)CCl)c2C)cc1	2	-10	-4	1	-7	-8	2	0.4	4
CCOc1ccc2c(c1)C(C)=CC(C)(C)N2C(=O)Nc1ccccc1	0	16	2	1	-6	-3	-2	-0.2	-12
c1ccc(-c2cnc(SCCN3CCOCC3)n2CC2CCCO2)cc1 (stereo not given)	-12	-4	-4	1	-16	-6	0	0.2	3
O=C(NCCN1CCOCC1)c1cc2sccc2n1Cc1ccc(F)cc1	-8	-22	8	2	-13	-13	-9	0.3	-15
O=C(NNC(=O)c1ccc(Cl)cc1Cl)c1cnccn1	-7	-3	3	1	-16	-2	-8	-0.1	-7
Cc1ccc(NC(=O)CN2C(=O)NC(C)(c3ccc4c(c3)OCO4)C2=O)cc1 (stereo not given)	-5	-9	0	7	-11	7	-8	3.0	-5
O=C1NC(c2ccc(Cl)cc2Cl)Oc2ccccc21 (stereo not given)	13	15	0	-1	-1	-5	-3	-0.5	-2
COc1ccc(Nc2cc(=O)oc3ccccc23)cc1	-6	5	13	3	-1	-1	-6	1.1	-12
Cc1ccc(C)c(C(O)c2ncc(-c3cccc(F)c3)[nH]2)c1 (stereo not given)	-19	-3	0	7	.	3	.	1.3	-13
COc1ccc(NC(=O)Nc2cccc3c2O[C@H](CN(C)C(=O)Nc2c(C)noc2C)[C@@H](C)CN([C@H](C)CO)C3=O)cc1	-4	-16	3	1	-1	-1	-2	0.6	1
O=C(COc1ccccc1C(=O)O)Nc1cccc2ccccc12	6	1	-4	0	-5	-4	-2	-0.1	8
C=CCNc1nc2c(c(=O)n(C)c(=O)n2C)n1CC	-4	31*	7	0	5	-1	-5	1.1	0
CCN1CCN(Cc2ccc(NC(=O)c3ccc(C)c(NC(=O)c4cncc(-c5cccs5)c4)c3)cc2C(F)(F)F)CC1	2	-2	-15	14	.	-13	.	1.4	5
O=C(Nc1ccccc1)c1nn(-c2ccccc2)c(=O)cc1C(F)(F)F	-9	-10	9	0	2	2	-11	0.1	-49
Cc1cccc(C)c1N1CCN(c2ccc3nnc(C(F)(F)F)n3n2)CC1	5	-23	4	-1	-42	-5	-3	0.9	-11

High-throughput results deposited in PubChem BioAssay by The Scripps Research Institute Molecular Screening Center.
